# bIAP inh = bovine intestinal alkaline phosphatase inhibitors, primary screen, selectivity assay for TNAP inhibitor project, biochemical, bovine IAP, CDP-star luminescence; AID 1019, 2008; purified bovine IAP, 30 min; inhibition, % at 20 µM; 190,000 tested, under 10 active; alkaline phosphatase, intestinal [Bos taurus];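 active = over 50% inhibition of intestinal alkaline phosphatase at 20 µM in the single-dose screen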
#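 test system = bovine IAP enzyme | medium = DEA buffer 100 mM, pH 9.8, with MgCl2 1.0 mM, ZnCl2 0.02 mM | detection = luminescence | dosing = single compound dose of 20 µM, 2% DMSO final | incubation = 30 min reaction at room temperature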
# HMGR II inh = inhibitors of E. faecalis class II HMGR, primary screen, biochemical, Enterococcus faecalis. HMG-CoA reductase (Enterococcus faecalis, mvaE). purified E. faecalis HMGR, NADPH absorbance 340 nm kinetic. inhibition, % at 10 µM. 0.41% of 190,000 active. AID 1066, 2008;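 active = inhibition above a set limit, the median over all tested compounds plus 3 SD, cut at about 9.5% in these data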;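 also: enzyme runs in reverse so mevalonate oxidation gives rising NADPH absorbance; 0% = complete reaction with DMSO and 100% = background rate lacking mevalonate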
# S1P3 antag = S1P3 receptor antagonists, primary screen, cell-based; Sphingosine 1-phosphate receptor 3 (Homo sapiens), Q99500; CHO S1P3 NFAT-BLA reporter, FRET fluorescence, antagonist mode; inhibition, % at 4.98 µM; 0.27% of 170,000 active; AID 485, 2006;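 active = inhibition above the plate cutoff, the mean inhibition of test wells on that plate plus 3 SD, cut at about 28% in these data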;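 also: cells challenged with S1P at its EC80 of 0.8 µM; blue over green emission ratio from cleaved BLA substrate after 4 h stimulation; 0% = S1P-stimulated wells and 100% = unstimulated DMSO-only wells; some compounds past the cut are filed as inactive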
# Target sequence (Q99500 whole entry, looked up): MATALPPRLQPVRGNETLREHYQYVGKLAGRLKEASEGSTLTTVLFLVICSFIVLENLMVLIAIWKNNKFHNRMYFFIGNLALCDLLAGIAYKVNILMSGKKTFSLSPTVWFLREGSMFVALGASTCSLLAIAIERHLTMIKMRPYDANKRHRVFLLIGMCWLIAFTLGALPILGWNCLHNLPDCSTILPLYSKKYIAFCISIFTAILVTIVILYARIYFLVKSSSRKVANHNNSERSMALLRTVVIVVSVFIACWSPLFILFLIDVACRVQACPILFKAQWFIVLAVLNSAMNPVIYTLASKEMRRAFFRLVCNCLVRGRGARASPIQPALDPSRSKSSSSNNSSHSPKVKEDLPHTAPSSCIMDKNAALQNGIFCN
# PPARg SRC-1 ag = PPARgamma agonists recruiting SRC-1 coactivator, primary screen, biochemical; PPARgamma-SRC-1 coactivator recruitment biochemical assay; 0.41% of 200,000 active; activation, % at 8 µM; in the data active = activation above about 19%;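 also: 0% = DMSO and 100% = reference agonist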
# PPARg SRC3 recr = PPARgamma agonists recruiting SRC-3 coactivator, primary screen, biochemical | Peroxisome proliferator-activated receptor gamma (Homo sapiens), P37231 | biochemical PPARgamma/SRC-3 coactivator recruitment assay | activation, % at 8 µM | 0.26% of 200,000 active; in the data active = activation above about 23%;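 also: 0% = DMSO and 100% = reference agonist; some compounds past the cut are filed as inactive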
# PPARg SRC2 recr = agonists of PPARg-SRC-2 recruitment, primary screen, biochemical, HTS; Peroxisome proliferator-activated receptor gamma (Homo sapiens), P37231; PPARgamma LBD-SRC-2 recruitment; activation, % at 8 µM; 0.34% of 200,000 active; AID 1032, 2008; in the data active = activation above about 22%;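 also: 0% = vehicle and 100% = reference agonist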
# TR-FRET SRC-2 ct = TR-FRET signal artefacts, primary screen, artefact control for PPARgamma SRC-2 agonist project, biochemical. TR-FRET artefact counter-screen; active compounds read high. TR-FRET ratio at 8 µM. 0.4% of 200,000 active. AID 1049, 2008; in the data active = TR-FRET ratio above about 2000; also: inactives centre near 1500
# ROMK mod = ROMK potassium channel modulators, primary screen, cell-based, thallium flux, MLSMR library; Tet-inducible ROMK, thallium flux fluorescence; actives lie on both sides; B-score at 10 µM; 2% of 130,000 active; AID 1918, 2009;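 active = signal ratio slope over the read window, or its plate-corrected B-score, at least 3 SD from the plate mean, either direction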;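 also: B-score of the F/F0 ratio slope over 7 to 12 s after thallium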
# Target sequence (P48048 whole entry, looked up): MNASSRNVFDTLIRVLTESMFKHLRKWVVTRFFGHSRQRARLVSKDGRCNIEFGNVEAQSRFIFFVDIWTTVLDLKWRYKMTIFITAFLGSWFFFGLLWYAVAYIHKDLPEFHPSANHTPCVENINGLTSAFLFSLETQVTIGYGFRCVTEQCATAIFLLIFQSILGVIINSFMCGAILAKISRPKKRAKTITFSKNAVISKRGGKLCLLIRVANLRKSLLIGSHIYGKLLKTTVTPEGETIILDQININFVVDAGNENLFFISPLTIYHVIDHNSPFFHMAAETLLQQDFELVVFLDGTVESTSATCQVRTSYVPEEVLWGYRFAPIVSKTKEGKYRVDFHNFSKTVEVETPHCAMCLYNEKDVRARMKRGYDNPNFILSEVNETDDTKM
# Lmaj promast = Leishmania major promastigote growth inhibition, primary screen. 9% of 200,000 active. AID 1063, 2008. inhibition, % at 10 µM. Leishmania major promastigotes, resazurin fluorescence viability; in the data active = inhibition above about 50%;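 also: promastigotes grown with compound for 44 hours at 28 °C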
# DTT redox prof = compounds producing H2O2 with reducing agent – biochemical, NIH compound library profiling, artefact control for MLSCN library redox annotation, primary screen. DTT-dependent redox cycling H2O2, phenol red/HRP absorbance; 100% = 100 µM peroxide control, 0% = buffer. activation, % at 10 µM. 0.03% of 200,000 active. AID 878, 2007;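 active = activation of at least 50% relative to the plate's high and low controls in the primary single-dose screen; inactive = activation below 50%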;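 also: compound incubated with DTT at 0.8 mM final as the reducing agent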
# RAM network inh = inhibitors of the yeast RAM network, primary screen, dse1pr::URA3 reporter, 5-FOA selection | 1.8% of 190,000 active | inhibition, % at 50 µM | S. cerevisiae dse1pr::URA3 reporter, 5-FOA growth OD615, 2 d; analog-sensitive cbk1-as2 kinase mutant strain | AID 868, 2007;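 active = inhibition above a set limit, 3 SD over mean compound inhibition, cut at about 8.4% in these data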;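 also: 0% = DMSO-only wells with no growth and 100% = 10 µM 1-NA-PP1 full growth; inhibition rescues growth on 5-FOA so higher OD means more RAM inhibition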
# * = called active by the depositor; x = not tested or not shown.
SMILES,bIAP inh,HMGR II inh,S1P3 antag,PPARg SRC-1 ag,PPARg SRC3 recr,PPARg SRC2 recr,TR-FRET SRC-2 ct,ROMK mod,Lmaj promast,DTT redox prof,RAM network inh
O=C(c1ccco1)N1CCN(CCCCN2C(=O)c3ccccc3C2=O)CC1,5,-5,x,0,-1,5,1521,x,7,-1.4,0.1
COc1ccc(CC(=O)n2nc(-c3ccccc3)nc2NCc2ccco2)cc1,9,-6,9,2,2,11,1563,x,-4,3.6,10*
COc1ccc(CCNC(=O)C2CCN(Cc3nc(-c4ccccc4C)oc3C)CC2)cc1OC,-78,-4,-4,0,-1,-5,1545,-2.3,10,1.3,0.1
CCOC(=O)c1cnc2c(-c3ccc(F)cc3)cnn2c1C(F)(F)F,17,2,1,-1,5,-3,1456,-2.3,97*,-0.4,4.6
N/C(=N\OC(=O)CCC1CCCCC1)c1ccccn1,1,-2,x,2,1,7,1646,x,-5,0.0,-0.6
CCC(c1nnc(SCc2nc3ccccc3s2)n1Cc1ccccc1)N(C)C (stereo not drawn),-8,-1,9,2,-7,1,1423,-1.6,8,0.0,1.5
CC(=O)c1ccc(N2CCCCC2)c(F)c1,-8,-6,17,-6,1,2,1491,0.13,-7,-0.2,2.3
CCNC(=O)c1cc(Cl)ccc1OC,0,6,-9,-3,1,-2,1545,x,56*,x,0.0
CN(C)S(=O)(=O)c1cccc(NC(=O)c2ccc(OC(F)(F)F)cc2)c1,x,3,-3,6,-2,-1,1658,-0.057,57*,0.1,3.0
CCC(CC)C(=O)Nc1cccc(C(=O)NC(C)(C)C)c1,3,-6,-9,-2,1,-1,1383,x,1,0.4,1.5

# Looked up above:
# PPARg SRC2 recr with CCC(c1nnc(SCc2nc3ccccc3s2)n1Cc1ccccc1)N(C)C (stereo not drawn) stands at 1
# TR-FRET SRC-2 ct with O=C(c1ccco1)N1CCN(CCCCN2C(=O)c3ccccc3C2=O)CC1 stands at 1521
# HMGR II inh with CCC(CC)C(=O)Nc1cccc(C(=O)NC(C)(C)C)c1 stands at -6

# Other results
SMILES,bIAP inh,HMGR II inh,S1P3 antag,PPARg SRC-1 ag,PPARg SRC3 recr,PPARg SRC2 recr,TR-FRET SRC-2 ct,ROMK mod,Lmaj promast,DTT redox prof,RAM network inh
CCN(CC)S(=O)(=O)c1ccc(Cl)c(NC(=O)c2cc(Cl)ccc2Cl)c1,9,-4,-18,2,2,-8,1374,x,-4,0.1,4.7
Cc1[nH]c2ccccc2c1C(=O)COC(=O)c1cccc(S(=O)(=O)N2CCCCC2)c1,-31,-3,-17,4,3,7,1639,0.09,32,-0.7,1.9
O=c1c2ccccc2nnn1Cc1ccccc1Cl,16,-13,-1,5,5,5,1615,-0.018,1,0.9,2.3
O/N=C/c1ccc2ccccc2c1,2,-2,6,5,2,0,1426,-1,-6,0.4,0.5
CCn1c(-c2ccccc2)csc1=Nc1ccc(S(=O)(=O)O)cc1,48,-4,0,-4,1,-9,1537,1,55*,0.1,0.4
COc1ccc(S(=O)(=O)CCC(=O)Nc2c(C)n(C)n(-c3ccccc3)c2=O)cc1,3,-3,-38,6,-2,0,1501,x,-7,-2.5,2.1
O=C(CN(Cc1ccco1)C(=O)Cn1nnc(-c2ccc(F)cc2)n1)NC1CCCC1,5,-2,11,-5,1,-3,1517,x,-3,2.6,1.7
Cc1cc(C)c2c(N)c(C(=O)N3CCc4ccccc4C3)sc2n1,-6,-6,-14,11,-2,0,1536,0.37,49,-0.9,0.6
CC1CCc2nc(NC(=O)CN3CCN(c4ccccc4)CC3)sc2C1 (stereo not drawn),7,1,-10,6,5,2,1447,-1.5,-4,2.2,0.4
Cc1ccc2[nH]c(=O)c(CN(Cc3ccco3)C(=O)N3CCOCC3)cc2c1,0,-2,-5,1,5,13,1705,0.0057,-6,-0.1,-0.6
S=C(Nc1ccc(Br)cc1)N1CCn2cccc2C1c1cccnc1 (stereo not drawn),-2,7,4,0,0,3,1546,-0.057,96*,-0.3,-0.3
CC(C)c1ccc(/C=C(/C#N)c2nnc(NC(=O)c3ccccc3)s2)cc1,5,-1,3,-3,3,0,1644,x,44,0.2,3.6
O=C(Nc1ccc(F)c([N+](=O)[O-])c1)C(=O)c1c(O)[nH]c2ccccc12,2,-2,-2,10,2,4,1877,-0.079,5,0.3,1.1
COc1cc(-c2nnc(-c3cccnc3)o2)cc(OC)c1OC,3,-6,-7,4,0,-11,1414,0.86,13,3.5,1.5
Cc1ccc[n+](CC(=O)c2cc3ccccc3oc2=O)c1,-5,0,x,11,12,10,1564,-2.1,-1,1.4,2.6
COc1ccc(NC(=O)CCS(=O)(=O)c2ccccc2)c(OC)c1,9,0,x,3,2,-1,1542,x,-3,-7.7,1.5
COCCn1cc(C(=S)N2CCCCC2)c2ccccc21,6,0,-9,2,-4,-8,1580,0.068,10,-0.4,0.8
CC(C)NC(=O)COC(=O)c1cc(F)c(F)cc1Cl,6,0,x,2,0,-2,1617,-0.25,-4,0.3,3.0
CC(=O)OCC(=O)Nc1ccc(C(C)=O)cc1,-2,-6,x,7,2,5,1649,x,-3,0.5,0.1
O=C(Cn1ccc([N+](=O)[O-])n1)NCc1ccco1,6,-2,x,-7,-3,5,1482,x,3,-3.6,1.0
CCC(C)NC(=S)NNC(=O)c1ccc(C(C)(C)C)cc1 (stereo not drawn),23,-2,x,4,2,11,1658,x,-2,-1.4,3.0
CCOC(=O)Cc1nnc2c(Nc3ccc(C)cc3)nc3nonc3n12,-1,-3,-32,-7,-8,6,1528,-0.19,-7,1.8,0.8
CCOC(=O)C1CCCN(C/C(O)=C(\C#N)c2nc(-c3ccccc3)cs2)C1 (stereo not drawn),-24,-2,-29,-1,8,-6,1446,-0.33,-7,-0.1,0.7
CN1CCC(C2(O)c3ccccc3CSc3sccc32)CC1 (stereo not drawn),3,-10,x,-1,14,8,1688,-2.8,67*,0.6,0.0
O=C(Cn1c(CN2CCCCC2)nc2ccccc2c1=O)NCc1ccco1,-9,-2,13,-2,5,10,1669,x,-4,-0.5,0.7
CC(C)(CNC(=O)c1sc2cc(F)ccc2c1Cl)N1CCOCC1,-9,-5,10,-2,-1,1,1460,-0.11,5,-0.1,0.1
Nc1c(C(=O)c2ccc(Br)cc2)oc2ccccc12,5,-3,-4,8,4,-3,1498,1.2,-9,-0.1,2.7
O=C(CSc1nc2ccccc2c(=O)n1CC1CCCO1)NCc1ccc2c(c1)OCO2 (stereo not drawn),3,0,-19,-6,1,-4,1590,-0.7,3,-0.3,6.7
O=C(NCCCn1ccnc1)/C(=C\c1cccs1)NC(=O)c1ccccc1,17,-5,-10,7,2,5,1556,x,-5,0.6,0.4
CCOc1ccc(CNC2CCCc3ccccc32)cc1 (stereo not drawn),3,-8,1,4,-6,-6,1548,-0.37,70*,-0.2,3.1
CC(C)CN(C(=O)CSc1nncs1)c1c(N)n(CC(C)C)c(=O)[nH]c1=O,5,-4,x,4,9,10,1557,-0.061,1,0.2,0.0
CCOc1cc(NS(C)(=O)=O)c(OCC)cc1NC(=O)c1cccs1,6,-2,-6,-6,-4,-7,1426,x,23,3.5,0.7
O=C(Cc1ccccc1)Nc1ccccc1CO,-2,-21,-8,4,4,4,1564,x,-5,0.1,1.6
Cc1cc(Nc2ccccc2)n(-c2nc3ccccc3[nH]2)n1,2,0,11,4,1,10,1577,x,10,-2.2,4.1
COc1ccc(CNc2nc3ccccc3n2Cc2ccccc2)cc1OC,-8,-7,x,7,10,4,1618,x,5,1.1,-0.5
Cc1ccc(C(=O)OC2CCOC2=O)cc1NC(=O)c1ccco1 (stereo not drawn),7,-1,-7,7,0,5,1630,x,-6,-2.3,2.4
C=CCn1c(SCC(=O)Nc2ncc(Cc3ccc(C)c(Cl)c3)s2)nnc1-c1ccncc1,-1,-2,-5,-2,-4,2,1501,-0.11,1,-0.4,1.3
CCN(CC)CCNC(=O)C1CCC(=O)N1CCc1ccccc1 (stereo not drawn),-6,-7,11,1,-1,-2,1481,0.24,-4,-1.1,0.5
CCOC(=O)/C=C1\SCC(=O)N1CC(=O)Nc1ccc2c(c1)CCC2,8,0,-40,-4,-1,-1,1269,x,8,-0.4,1.7
CCc1cccc(NC(=O)c2ccc(Cn3c(=O)[nH]c4ccsc4c3=O)cc2)c1,5,-2,-4,7,-2,-3,1514,-1.6,17,0.4,4.5
O=C(NCc1cccnc1)C(=O)N/N=C/c1ccccc1[N+](=O)[O-],-40,8,-12,5,3,11,1717,0.35,-2,-1.5,3.5
CCOc1oc(-c2ccc(OC)cc2)nc1C(F)(F)F,7,2,x,4,2,13,1697,2,-3,0.1,0.1
O=C(NNc1nc2ccccc2nc1C(F)(F)F)c1ccccc1,10,2,x,8,4,5,1481,x,-3,0.9,1.3
COc1cc(C(=O)NC(=S)N2CCCCCC2)cc(OC)c1OC,-1,-2,-16,6,6,9,1533,0.03,17,-0.4,1.1
O=C(Nc1ccc2nc(-c3ccccc3)[nH]c2c1)c1ccco1,32,-11,x,4,-6,10,1658,x,7,0.9,1.5
CN(C)c1ccnc(-n2cccc2/C=N/OCc2ccccc2)c1C#N,17,-3,x,2,-1,-3,1421,-1,-4,0.3,-0.4
O=C1NC(=O)C2C1C(c1cccs1)NN2Cc1ccccc1 (stereo not drawn),-10,-5,-6,3,2,0,1468,-0.56,-12,0.1,3.0
C=CCNC(=O)C1CCN(c2cnccn2)CC1,-7,2,-18,3,0,7,1789,-0.013,-1,-0.6,0.6
CCCCSc1nc2c(cnn2-c2ccc(F)cc2)c(=O)[nH]1,12,3,-10,-1,7,-5,1472,x,-5,-0.6,4.6
C=CCSC1=N/C(=C\c2cccnc2)C(=O)N1c1ccc(OC)cc1,26,-5,-19,-5,0,6,1621,0.013,4,-0.5,4.5
CSc1nc2c(c(=O)[nH]1)CCCC2,8,-1,x,-2,4,7,1535,x,-5,-3.6,1.4
CCn1ccc(C(=O)NC2C(=O)N3C(C(=O)O)=C(C)CSC23)n1 (stereo not drawn),0,-8,x,6,3,-1,1517,x,4,1.3,3.4
N#Cc1c(C(F)(F)F)cc(=O)[nH]c1SCC(=O)O,0,1,-24,-2,-5,-8,1381,-0.15,-7,-1.5,1.2

# Screens deposited in PubChem by several laboratories.
